High-throughput results (PubChem BioAssay)
Polio RdRp inh: poliovirus RdRp elongation inhibitors, primary screen, biochemical, fluorescence polarization, total intensity; 0.66% of 150,000 active; poliovirus polymerase elongation; hits give low values; Genome polyprotein (Poliovirus type 1 (strain Mahoney)), P03300; % elongation, % (compound at 16.7 µg/mL); in the data active = % elongation below about 90%; note: some results filed as inactive read as strong as hits
Target sequence (P03300 1749-2209 limits assumed): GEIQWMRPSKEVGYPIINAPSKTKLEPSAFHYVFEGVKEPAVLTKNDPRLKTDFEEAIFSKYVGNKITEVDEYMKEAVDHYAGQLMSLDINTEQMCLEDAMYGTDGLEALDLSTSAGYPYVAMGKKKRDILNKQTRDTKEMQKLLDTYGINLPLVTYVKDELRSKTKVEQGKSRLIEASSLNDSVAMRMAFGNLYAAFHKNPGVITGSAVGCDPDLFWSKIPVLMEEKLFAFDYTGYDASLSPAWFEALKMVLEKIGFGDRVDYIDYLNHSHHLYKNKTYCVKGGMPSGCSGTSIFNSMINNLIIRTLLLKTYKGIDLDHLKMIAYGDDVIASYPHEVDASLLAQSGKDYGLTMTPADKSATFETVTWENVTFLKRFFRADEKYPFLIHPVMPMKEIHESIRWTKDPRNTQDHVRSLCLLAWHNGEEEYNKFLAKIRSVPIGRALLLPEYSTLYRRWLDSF
Polio RdRp inh FP z-score: second read-out of Polio RdRp inh, no call of its own (marks repeat the call); z-score; measured here: FP z-score; hits read low
Numbers without * were called inactive. Not all compounds are listed; rates above refer to the full screens.

SMILES	Polio RdRp inh	Polio RdRp inh FP z-score
CCOC(=O)C1CCCN(S(=O)(=O)c2ccc(F)c(C(=O)Nc3ccc(F)c(F)c3)c2)C1 (centres undefined)	96	-2.4
Cc1cc(NC(=O)COC(=O)COc2ccc3c(c2)CCC3)no1	103	0.1
CC(=O)Nc1ccc2nc3c(cc2c1)[nH]c1ccccc13	100	-0.5
CCC(Sc1nc2ncccc2o1)C(=O)Nc1ccccc1C(F)(F)F (centres undefined)	101	0.1
COc1ccc(Cn2c(SCc3ccc(C(=O)NC4CCCCC4)cc3)nc3ccncc32)cc1	103	-2.1
CCn1cc(C(=O)NC2CCCCCC2)c(=O)c2cc(S(=O)(=O)N(C)C)ccc21	102	0.3
COc1ccc(OC)c(NC(=O)CCNS(=O)(=O)c2ccc3[nH]c(=O)oc3c2)c1	101	-0.2
COc1ccc(C)cc1NCc1ccccc1C	107	0.5
CCOC(=O)N1CCC2(CC1)OC(=O)C(C)=C2C(=O)NCCc1ccc(Cl)cc1	101	-0.1
COc1ccc(-c2cc(C(F)F)nc(NN)n2)cc1	100	-0.1
COc1ccccc1NC(=O)C1=C(C)Nc2nc(SCc3ccccc3F)nn2C1c1cccnc1 (centres undefined)	107	0.9
CCSCc1nc2ccccn2c1Br	98	-1.6
CCCCN(C(=O)C1CCCO1)c1ccccc1 (centres undefined)	100	-0.8
CCOc1ccccc1NC(=O)c1cnc(N2CCOCC2)c2ccccc12	113	1.2
OC1(C#CC#CC2(O)CCCCC2)CCCCC1	100	0
CCOc1cccc(C(=O)N(Cc2ccc(C)o2)C2CCS(=O)(=O)C2)c1 (centres undefined)	113	-0.2
Oc1c(C(c2ccccn2)N2CCCCC2)ccc2cccnc12 (centres undefined)	103	0.5
CCC(C(=O)Nc1ccc(C(C)=O)cc1)n1cnc2nc3c(cc2c1=O)CCCC3 (centres undefined)	111	1
Cc1cc(C)c(N=C(N)NN)cc1C	105	0.1
CCn1c(=O)c2cc(C(=O)N(Cc3ccco3)C3CCCCC3)sc2c2ccccc21	103	0.6
CCOC(=O)c1cnc2ccc(OCC)cc2c1NC(C)CC (centres undefined)	104	0.4
CCOC(=O)c1c(-c2ccccc2)n(Cc2ccccc2)c2ccc(O)c(CN(C)C)c12	100	-0.5
O=C1CCCN1C(=O)CSc1nc2sc3c(c2c(=O)n1Cc1ccco1)CCCC3	107	0.6
Cc1ncc(CO)c2c1Oc1nc(-c3ccc(Cl)cc3)nc(SCC(=O)N3CCCCC3)c1C2	103	-0.8
O=C1NC(=Nc2ccc(F)cc2)S/C1=C/c1ccc(N2CCCCCC2)o1	73	-7
CCOc1ccc(-n2c(SCC)nc3c([nH]c4ccccc43)c2=O)cc1	102	0.4
CCC1CCCCN1C(=O)c1sc(-n2nc(C)c(Cc3ccccc3)c2C)nc1C (centres undefined)	100	-0.3
COc1cc(S(=O)(=O)NCCc2c(C)[nH]c3ccccc23)c(C)cc1C	104	0.1
Cc1nn(CC(=O)N2CCCC2)c(=O)c2cc3ccccc3n12	102	-0.1
O=C(OC1(C#CCN2CCCCC2)CCCCC1)c1ccccc1	103	0
COc1ccc(CN(C(=O)/C=C\C(=O)O)C2CC(=O)N(c3ccccc3)C2=O)cc1 (centres undefined)	100	-0.4
COc1ccc(NC(=O)c2ccn[nH]2)cc1	104	0.7
O=C(CCn1c(=O)c2cccn2c2cccnc21)N1CCCCCC1	102	0.3
CCn1c(O)c(C(C)=Nc2ccccc2C(=O)NC2CC2)c(=O)n(CC)c1=S	102	-0.1
O=C(Nc1ccc(-c2cnco2)cc1)c1ccc(F)cc1F	98	-0.7
CCC(C)N(C(=O)c1c(F)c(F)c(F)c(F)c1F)C(C)CC (centres undefined)	102	0.4
COc1cc(C(=O)Nc2ccc(O)cc2)c2ccccc2n1	103	0.3
C[C@]1(NC(=O)CN2CCCCC2)CCCCC1c1ccc(O)cc1 (some centres undefined)	100	0.1
Nc1nonc1C(=O)OCC(=O)c1ccc(Cl)cc1	102	0.2
Cc1cccc(NC(=O)CSc2ccc(-c3sc(-c4ccccc4)nc3C)nn2)c1C	104	-0.3
O=C(Nc1ccc(OCc2cc(=O)n3ccsc3n2)cc1)c1ccc(F)cc1	106	-0.3
Cc1nc2n(CC(=O)N3CCCCC3)c3ccccc3n2n1	100	-0.7
Cc1cccc(NC(=O)Cc2coc3ccc(C)cc23)c1	103	0.2
COC(=O)COc1cc(NO)ccc1N=O	100	0
Cc1ccc(NC(=O)COC(=O)C2CCC2)cc1Cl	103	0.3
S=C(c1ccc(Cl)cc1)N1CCCCC1	99	-0.4
CC(Sc1nncn1-c1ccccc1)C(N)=O (centres undefined)	105	0.4
OC1CCN(C(=S)Nc2ccccc2)CC1	101	0
CC(CNC(=O)c1ccc2c(c1)nc1n2CCOC1)c1ccccc1 (centres undefined)	113	1
COc1ccccc1C1C(C#N)=C2N=C(N)c3ccccc3N2C2=C1C(=O)CCC2 (centres undefined)	98	-0.7
N=C1/C(=C/c2ccc(OCCOc3ccccc3)c(Cl)c2)C(=O)N=C2SC=CN12	101	-0.1
CCOc1cccc(C(=O)Nc2ccc(-c3nc4cc(C)cc(C)c4o3)cc2)c1	101	-1.2
COc1ccc2cc3cc(C(=O)N4CCN(c5cccc(C(F)(F)F)c5)CC4)sc3nc2c1	111	-0.2
S=c1nccc(-c2ccc3c(c2)CCO3)[nH]1	97	-1.9
Cc1ccc(S(=O)(=O)N2CCNCC2)cc1	100	-0.3
CCOc1cc(-c2cc(C)c3c(ccc4ccccc43)n2)ccc1O	102	-0.1
COc1cccc(/C=C2/CCC/C(=C\c3cccc(OC)c3OC)C2=O)c1OC	104	0.6
COc1cccc2c1cc1c(=O)n(CC(=O)NC3CC3)nc(C)n12	105	-0.4
Cc1ccc(-n2nc3c(=O)n(CC(=O)NCCC(C)C)nc(C)c3c2C)cc1	111	0.6
Cc1occc1-c1nnc(SCC(=O)NCC(=O)Nc2ccc(F)cc2)n1Cc1ccccc1	104	0.2

A draw from above in order of SMILES length, lowest first.
SMILES	Polio RdRp inh	Polio RdRp inh FP z-score
COC(=O)COc1cc(NO)ccc1N=O	100	0
S=C(c1ccc(Cl)cc1)N1CCCCC1	99	-0.4
Cc1ccc(S(=O)(=O)N2CCNCC2)cc1	100	-0.3
S=c1nccc(-c2ccc3c(c2)CCO3)[nH]1	97	-1.9
Cc1cccc(NC(=O)Cc2coc3ccc(C)cc23)c1	103	0.2
CCOc1cc(-c2cc(C)c3c(ccc4ccccc43)n2)ccc1O	102	-0.1

More compounds
SMILES	Polio RdRp inh	Polio RdRp inh FP z-score
O=C(CN1C(=O)CC(c2ccccc2)Sc2ccccc21)c1ccccc1 (centres undefined)	103	0.5
CCOc1ccc(NCc2cccn2-c2nnc(N3CCC(C(=O)NCCc4ccc(OC)c(OC)c4)CC3)s2)cc1	112	0.6
Cc1cc(NC(=O)c2cccc(S(=O)(=O)N3CCOCC3)c2)no1	100	-0.3
O=C(O)CNC(=O)/C=C\c1ccccc1	100	-0.2
OCCN1CCN(c2nc(-c3ccccc3)c3cc(Cl)ccc3n2)CC1	101	-0.1
CCOc1ncccc1C(=O)N1CCN(S(=O)(=O)c2ccc(Br)cc2Cl)CC1	94	-0.6
O=C(CCC1COc2ccccc2O1)Nc1ccc(C(=O)N2CCCC2)cc1 (centres undefined)	106	2.2
CC(Sc1nc2ccccc2[nH]1)c1nc2ccccc2c(=O)[nH]1 (centres undefined)	102	1
Cc1cc(=O)n2nc(N3CCC(C(=O)Nc4ccc(Br)c(C)c4)CC3)sc2n1	110	0.2
Cc1ccc(C(C)C)c(OCC(=O)NCC2(N3CCOCC3)CCCCC2)c1	101	-1.3
Cc1ccc(NNC(=O)c2cccnc2Oc2ccccc2)cc1	101	-0.1
COc1ccc(CCNC(=O)Nc2ccc(Cl)cc2)cc1OC	98	-0.4
COc1ccc(OC)c(-c2nc3c(C#N)c[nH]n3c2NC2CCCCC2)c1	104	-0.7
CCC(C)C(NC(=O)c1ccccc1NC(=O)c1ccc(OC)cc1)C(=O)N1CCOCC1 (centres undefined)	103	0.1
O=C(c1ccc2c(=O)n3c(nc2c1)CCCCC3)N1CCCCC1	101	-0.4
COc1c(F)c(F)c(C(=O)O)c(Nc2ccc(C)cc2C)c1F	100	-0.3
Cc1cccc(NC(=O)CCn2c(=O)oc3ccccc32)c1	103	0.6
Cc1ccc(-c2noc(-c3ccc(NCc4ccco4)c([N+](=O)[O-])c3)n2)cc1	113	1.1
COc1ccc(-c2nc(C(=O)Nc3cccc(C(C)=O)c3)nn2-c2ccc(Cl)cc2)cc1	114	1.3
O=C(O)c1ccc(-n2[nH]c(=S)sc2=S)cc1	101	-0.1

Brought forward from above: 3 compounds, followed by the next part.
SMILES	Polio RdRp inh	Polio RdRp inh FP z-score
Cc1ccc(-c2noc(-c3ccc(NCc4ccco4)c([N+](=O)[O-])c3)n2)cc1	113	1.1
COc1ccc(-c2nc(C(=O)Nc3cccc(C(C)=O)c3)nn2-c2ccc(Cl)cc2)cc1	114	1.3
O=C(O)c1ccc(-n2[nH]c(=S)sc2=S)cc1	101	-0.1
Cc1noc2nc(-c3cccnc3)cc(C(F)(F)F)c12	105	0.3
CC1SC(/N=C/c2ccc(N(C)C)cc2)=NNC1=O (centres undefined)	104	0
O=C(C1=NOC2(C(=O)c3ccccc3C2=O)C1c1ccccc1)c1ccccc1 (centres undefined)	95	-1.4
Cc1ccc(NC(=O)CCc2c(C)nn(-c3ccc(N4CCCCC4)nn3)c2C)cc1F	113	1.3
Cc1ccc(NC(=O)CCS(=O)(=O)c2ccc3c(c2)oc(=O)n3C)c(Br)c1	106	-0.5
O=C(Nc1ccc(F)c(Cl)c1)c1cc(S(=O)(=O)N2CCc3ccccc3C2)ccc1F	108	0.1
C=CCn1c(COc2ccccc2)nnc1SC(C)C(=O)Nc1nccs1 (centres undefined)	102	0
CCOC(=O)c1ccc(NC(=O)CSc2nc3c(c(=O)[nH]2)CN(Cc2ccccc2)CC3)cc1	107	-0.1
CCc1ccc(-n2c(=O)c3sc4ccccc4c3n(CC(=O)N3CCCC3)c2=O)cc1	108	1.3
Cc1ccc(C2=NN=C(NC(=O)CSc3ccccc3)SC2)cc1	102	-0.2
CCOC(=O)c1cnc(Nc2nc3ccccc3o2)nc1CSc1ccc(Cl)cc1	101	0
Cc1nn(-c2ccccc2)c2c1C(c1ccsc1)SCC(=O)N2 (centres undefined)	101	-0.6
Cc1ccc(C)c(NC(=O)Cn2cc(C(=O)c3cccs3)c3ccccc32)c1	107	0.7
CCOC(=O)C1CCCN(C(=O)c2ccc(C)cc2O)C1 (centres undefined)	98	0
CC1CC(=O)Nc2ccccc2N1S(=O)(=O)c1ccc(-c2cc(C(F)(F)F)on2)s1 (centres undefined)	103	-0.2
O=C(Cc1ccc(-c2ccccc2)cc1)NCc1nc(-c2ccccc2)no1	103	0.3
CC(C)Cc1ccc(S(=O)(=O)NCc2nc3cccnc3n2Cc2ccccc2)cc1	107	-0.1
CCOc1cc(-c2nnc(SCC(=O)NCCCOC)nc2-c2ccc(OC)c(OCC)c2)ccc1OC	103	-0.6
COc1cccc(CNC(=O)CCCn2nc(C)c3c(C)n(-c4ccc(C)cc4)nc3c2=O)c1OC	112	0.8
CN(Cc1ccccc1)C(=O)CSc1nc2ccc(Br)cc2c2nc3ccccc3n12	103	0.4
CCn1cc(C(=O)NCc2ccccc2Cl)c(=O)c2cc(S(=O)(=O)N3CCCCC3)ccc21	105	0.1
Cc1cc(C)cc(-n2c(C)cc(/C=C3\SC(=O)NC3=O)c2C)c1	101	-0.1
CC1CCCC(NC(=O)COC(=O)/C=C/c2ccco2)C1C (centres undefined)	102	0
COc1cccc(CNC(=O)C2CCN(c3nn4c(=O)cc(C)nc4s3)CC2)c1	106	-0.3
COCC(C)N=C1NN=C(c2cc(C)n(-c3c(C)n(C)n(-c4ccccc4)c3=O)c2C)CS1 (centres undefined)	108	0.9
CCn1c(=O)c(C)nc2cc(C(=O)Nc3ccc4c(c3)OCCCO4)ccc21	134	5.1
O=C1CN(C(=O)c2ccc(S(=O)(=O)N3CCCC3)cc2)C(c2ccc(F)cc2)c2cc(F)ccc2N1 (centres undefined)	105	0.1
COc1ccc2[nH]c(=O)c(CN(c3ccccc3)S(=O)(=O)c3ccccc3)cc2c1	99	-0.4
CC1(C)CC(=O)c2cc(OCC(=O)NC3CCCC3)ccc2O1	103	1
CC(=O)c1cccc(NC(=O)c2noc3c2CC(C)CC3)c1 (centres undefined)	100	-0.4
Nc1nc(-c2ccco2)nn1S(=O)(=O)c1ccccc1	102	0.3
COc1ccc(-c2nsc3c(N4CCCCC4C)ncnc23)cc1 (centres undefined)	101	-0.1
Cc1ccc(Cl)cc1N1CCN(C(=O)C2CCN(S(=O)(=O)c3cccc4nonc34)CC2)CC1	104	-0.5
CC(C)CNc1nc(=S)nc(N(C)C)[nH]1	98	-1.6
Cc1nn2c(=O)cc(COC(=O)c3ccccc3NC(=O)C(C)C)nc2s1	110	0.8
Cc1cnc(C(=O)OCC(=O)N2CCCc3ccccc32)cn1	101	0
COC(=O)c1cc(OC)c(OC)c(OC)c1-n1c(C)cc(C(N)=O)c1C	106	0.6
O=C(CC(c1ccccc1)c1ccccc1)N1CCN(Cc2ccc3c(c2)OCO3)CC1	103	0.7
CCOc1ccccc1NC(=O)CSc1c2c(nc3ccc(Cl)cc13)CCCC2	106	0.3
